LMP1 NFkB inh = EBV LMP1-driven NF-kappaB luciferase reporter inhibitors, primary screen, cell-based, luminescence, single point. LMP1-induced NF-kappaB luciferase reporter cells. inhibition, % at 12.5 µM. actives 0.69% (n = 350,000); in the data active means inhibition above about 41%;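 further: 0% = neutral control wells and 100% = reference inhibitor control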
NOD2 RIPK2 PPI = NOD2-RIPK2 binding disruptors in cells, primary screen, fluorescence, CHO cells, BLA complementation; Receptor-interacting serine/threonine-protein kinase 2 (Homo sapiens), O43353; CCF4 ratio; inhibition, % at 4.98 µM; actives 0.38% (n = 360,000); in the data active means inhibition above about 21%;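 further: 0% = vehicle only and 100% = reference blocker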
TLR9-MyD88 inh = inhibitors of TLR9-MyD88 association in cells, primary screen, cell-based, CHO, BLA complementation, fluorescence; Toll-like receptor 9 (Homo sapiens) + Myeloid differentiation primary response protein …; CCF4 FRET ratio; inhibition, % at 4.98 µM; actives 0.21% (n = 340,000);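 active means inhibition above the mean over all tested compounds plus 3 SD, cut at about 21% in these data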;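 further: 0% = DMSO only wells and 100% = clavulanate BLA inhibitor control wells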
LRH-1 inv ag = LRH-1 (NR5A2) inverse agonists, primary screen, cell-based, luminescence, HEK293T, StAR-luciferase reporter | Nuclear receptor subfamily 5 group A member 2 (Homo sapiens), O00482 | LRH-1 transfected, 24 h | inhibition, % at 3.6 µM | actives 0.13% (n = 360,000) | AID 602396, 2012;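 active means inhibition above the mean inhibition of all tested compounds plus 3 SD, cut at about 73% in these data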;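 further: 0% = DMSO wells and 100% = reporter-only cells lacking LRH-1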
Target sequence (O00482 whole entry, looked up): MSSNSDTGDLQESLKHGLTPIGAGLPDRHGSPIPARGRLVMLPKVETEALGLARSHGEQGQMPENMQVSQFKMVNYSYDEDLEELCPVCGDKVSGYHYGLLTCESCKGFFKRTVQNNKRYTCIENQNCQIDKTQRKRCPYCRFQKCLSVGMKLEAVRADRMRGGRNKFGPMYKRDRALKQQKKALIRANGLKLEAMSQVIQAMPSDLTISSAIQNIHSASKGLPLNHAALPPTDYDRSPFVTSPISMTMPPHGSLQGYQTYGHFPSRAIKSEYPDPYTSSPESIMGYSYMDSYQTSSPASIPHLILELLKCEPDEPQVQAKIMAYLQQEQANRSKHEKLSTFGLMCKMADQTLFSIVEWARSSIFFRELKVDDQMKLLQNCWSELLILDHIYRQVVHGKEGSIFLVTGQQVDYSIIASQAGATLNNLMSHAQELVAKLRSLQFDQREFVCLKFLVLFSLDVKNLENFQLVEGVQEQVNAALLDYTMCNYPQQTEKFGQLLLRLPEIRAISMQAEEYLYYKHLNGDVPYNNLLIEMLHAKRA
SRC2 inh = inhibition of GAL4-SRC2 driven luciferase reporter, primary screen, SRC2 inhibitor project, cell-based, luminescence | inhibition, % at 9 µM | AID 651957, 2012 | Nuclear receptor coactivator 2 (Homo sapiens), Q15596 | HEK293 GAL4-SRC2 luciferase reporter | actives 0.17% (n = 370,000);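 active means inhibition above the mean inhibition of all tested compounds plus 3 SD, set per campaign, cut at about 52% in these data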;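 further: 0% = DMSO treated cells and 100% = cells given Gossypol at 36 µM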
SRC1 inh = SRC1 coactivator transcriptional activity inhibitors, primary screen, cell-based, luminescence. actives 0.12% (n = 360,000). HEK293 GAL4-SRC1 luciferase reporter. inhibition, % at 3.6 µM;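 active means inhibition above the campaign mean plus 3 SD, with each screening campaign given its own cutoff, cut at about 60% in these data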;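 further: 0% = DMSO treated cells and 100% = gossypol at 36 µM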
TRAIL sens C8 = viability loss with TRAIL in NB7+C8 cells, primary screen, TRAIL sensitizer project, cell-based, ATPlite luminescence; inhibition (viability loss, TRAIL sensitization), % at 10 µM; actives 1% (n = 360,000); AID 624354, 2012;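 active means compounds causing at least 50% loss of cell viability in the single-dose screen, relative to plate controls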
TROY signal inh = inhibitors of TROY-driven NF-kB signaling, primary screen, Q293 LMP1-TROYcd cells, NF-kB luciferase, uHTS; Q293 LMP1-TROYcd NF-kB luciferase reporter, 4 h; inhibition, % at 10 µM; actives 0.98% (n = 360,000);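 active means compounds whose plate-normalised and pattern-corrected inhibition of the luciferase reporter signal at the single screening dose is 50% or more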
TWEAK Fn14 block = inhibitors of TWEAK-Fn14 signaling, primary screen, luciferase reporter cells, uHTS. TWEAK-stimulated Fn14 reporter cells, luciferase luminescence, 8 h. inhibition, % at 10 µM. actives 2% (n = 360,000). AID 1159606, 2016; in the data active means inhibition above about 50%
SRC3 inh = SRC3 coactivator transcriptional activity inhibitors, primary screen, cell-based, luminescence | actives 0.17% (n = 360,000) | Nuclear receptor coactivator 3 (Homo sapiens), Q9Y6Q9 | inhibition, % at 3.6 µM | HEK293 GAL4-SRC3 luciferase reporter;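 active means inhibition above a per-campaign cutoff, the mean of all compounds plus 3 SD, cut at about 60% in these data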;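 further: 0% = DMSO-treated cells and 100% = gossypol-treated cells at 36 µM; higher means less SRC3-driven luciferase light from the GAL4 reporter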
COUP-TFII inh = NR2F2 transcriptional activity inhibitors, primary screen, cell-based, luciferase reporter, HEK293T, luminescence; HEK293T NGFI-A luciferase reporter; inhibition, % at 8.6 µM; actives 0.7% (n = 370,000); COUP transcription factor 2 (Homo sapiens), P24468;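 active means inhibition above a per-plate cutoff, mean inhibition of test wells between control levels plus 3 SD, cut at about 38% in these data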;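 further: cells cotransfected with COUP-TFII expression vector driving the NGFI-A reporter; 0% = median of COUP-TF2 test wells and 100% = reporter-only cells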
Target sequence (P24468 whole entry, looked up): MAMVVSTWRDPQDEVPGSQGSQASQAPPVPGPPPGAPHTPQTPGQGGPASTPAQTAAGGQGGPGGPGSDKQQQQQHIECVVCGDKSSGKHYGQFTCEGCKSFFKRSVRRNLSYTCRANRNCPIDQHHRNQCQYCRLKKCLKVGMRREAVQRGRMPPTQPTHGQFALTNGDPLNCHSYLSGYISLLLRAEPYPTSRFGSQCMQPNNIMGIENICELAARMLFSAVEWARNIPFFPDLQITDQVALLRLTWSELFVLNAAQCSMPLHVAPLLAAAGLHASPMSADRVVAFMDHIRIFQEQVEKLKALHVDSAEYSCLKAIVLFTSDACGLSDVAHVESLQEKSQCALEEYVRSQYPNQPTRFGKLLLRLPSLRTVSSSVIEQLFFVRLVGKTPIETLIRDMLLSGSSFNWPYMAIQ
An asterisk follows results filed as active; · = not tested or not shown. Only part of the results is shown. The share of hits here may be higher or lower than overall.

Fields – LMP1 NFkB inh	NOD2 RIPK2 PPI	TLR9-MyD88 inh	LRH-1 inv ag	SRC2 inh	SRC1 inh	TRAIL sens C8	TROY signal inh	TWEAK Fn14 block	SRC3 inh	COUP-TFII inh
> O=C(COC(=O)/C=C/c1ccc(OC(F)F)cc1)NC(=O)NCc1ccccc1
  3	10	-3	-37	2	4	2	20	-6	13	-7
> CC1=CSC2=NS(=O)(=O)CCN12
  7	-15	-5	6	-1	-1	-4	8	2	14	7
> CCN(CC(=O)Nc1c(F)cccc1F)C(=O)Cc1ccc(OC)c(S(=O)(=O)N2CCOCC2)c1
  0	-15	3	-2	-18	-8	1	-4	15	-6	28
> O=C(NCCc1cccnc1)c1cc(COc2ccc(F)cc2F)on1
  -10	1	7	15	21	-38	-3	-20	2	5	-5
> O=c1c2ccccc2oc2cc(C#CC3(O)CCCCC3)ccc12
  11	5	1	53	50	65*	79*	87*	101*	62*	69*
> CCc1nccn1CCC(=O)N1CCCC(N2CCN(c3cccc(Cl)c3)CC2)C1 (centres undefined)
  -10	0	5	-21	-25	-12	2	-55	-13	-26	-8
> C#Cc1ccc([C@@H]2C=C(C(=O)NCc3ccccc3)O[C@H](OCc3ccc(CO)cc3)C2)cc1
  -11	6	-2	-6	-15	-22	-3	1	21	12	-20
> O=c1c2ccccc2nnn1CSc1ccccc1F
  -15	-8	3	-146	-12	-143	-1	-21	41	-92	-37
> O=C(Cn1ccccc1=S)c1ccc(Cl)c(Cl)c1
  ·	-6	·	12	13	-4	-25	17	8	15	-3
> Cc1nc2ccc3nc(NC(=O)c4ccco4)sc3c2s1
  -10	1	-1	-105	-37	-82	25	-43	-2	-52	-42
> OC(CNc1nc2ccccc2s1)c1ccccc1 (centres undefined)
  -1	-8	2	-28	-5	-13	-14	·	16	-7	-4
> CCN(CC)N=Nc1ccc(S(N)(=O)=O)cc1
  -2	2	3	6	-14	-14	1	-4	7	-4	12
> Cc1cc(C)c2sc(C)[n+](CCCS(=O)(=O)[O-])c2c1
  0	7	-1	-10	1	10	-2	10	-2	6	20
> CCc1n[nH]c(=S)n1/N=C/c1ccc(NC(C)=O)cc1
  -8	-8	-4	5	17	-2	-2	5	-3	24	10
> O=C(CS(=O)(=O)c1ccc2ccccc2c1)N1CCCCCC1
  -1	0	6	-4	-7	-7	-16	-5	-6	5	-2
> O=C(NCC(=O)N1CCN(C/C=C/c2ccccc2)CC1)c1ccc(Br)cc1
  13	3	-1	19	4	-7	-6	7	5	13	10
> O=C(COC(=O)c1cccc2ccccc12)Nc1cccnc1Cl
  -4	0	0	-3	2	7	2	-19	-18	10	0
> O=C(NCc1ccc2c(c1)OCO2)c1cc(-n2cnnc2)ccc1Cl
  3	2	3	10	-16	4	-8	7	2	0	-14
> COc1cc2nc(/C=C/c3ccc(N(C)C)cc3)sc2cc1SC
  -21	41*	32*	33	5	-13	-24	-35	-11	7	-14
> CCC(C)NS(=O)(=O)c1ccc(NC(=O)C2CCCO2)cc1 (centres undefined)
  12	-3	-10	3	18	5	13	7	11	19	7
> COc1ccc(OC)c(NC(=O)COC(=O)CCCN2C(=O)c3ccccc3C2=O)c1
  -5	-10	-3	-2	17	8	-7	6	-11	8	7
> CC1(C(=O)NS(=O)(=O)C2CC2)CCCN(C(=O)c2ccc(F)cc2Cl)C1 (centres undefined)
  ·	2	·	10	-20	1	5	-15	-15	-22	1
> Clc1cccc(Cl)c1/C=C/c1ccn[nH]1
  -16	1	7	-22	-43	-16	13	-24	0	-34	-26
> CC(C)C(NC(=O)c1cccnc1)C(=O)O (centres undefined)
  -6	-7	-16	6	-18	6	0	6	-2	19	-20
> CCOC(=O)C1CCN(c2cc3c(cc2NC(=O)c2ccccc2Cl)n(C)c(=O)n3C)CC1
  -5	2	-8	27	-5	-20	34	-3	6	5	-3
> CSc1nnc(-c2ccccc2)o1
  -165	-5	-6	3	0	-4	3	-10	-11	0	-8
> Cc1cccc(C)c1NC(=O)C1=C(O)c2ccccc2N(C)S1(=O)=O
  -7	-6	4	-24	23	-5	-8	13	33	-23	2
> COc1ccc(Oc2cc(C)c3ccccc3n2)cc1
  -2	-3	-1	-37	-15	-24	9	10	1	-18	-6
> Cc1ccnc(N2C(=O)c3ccccc3C2Nc2ccc3c(c2)OCCO3)c1 (centres undefined)
  6	0	-1	-33	-15	-33	-8	34	61*	-14	-19
> Cc1ccccc1NC(=O)Cn1nc(C)c2ccccc2c1=O
  8	-2	5	-11	-21	9	-13	1	0	-26	-9
> N/N=C/C(=N\Nc1ccc(Cl)cc1)C(=O)c1ccncc1
  -13	2	3	3	6	-23	14	24	10	3	-15
> Cc1cccc(NC(=O)CC(=O)Nc2cccc(C)c2)c1
  -2	0	2	0	1	-1	-22	-15	-8	12	6
> CSCC(C)N1CCC(Oc2cccc(C(=O)NCc3ccccn3)c2)CC1 (centres undefined)
  1	-5	-5	-6	-10	-15	-11	-2	-12	-24	-10
> CC1CCCCN1C(=O)C1COc2ccccc2O1 (centres undefined)
  -1	0	-6	13	-23	-9	-15	-9	8	-10	1
> CC(=Nc1ccccc1O)c1sc2ccccc2c1O
  -31	-8	0	-30	-23	-82	15	-5	-5	-94	-17
> Cc1cccn2c(=O)nc(SCC(=O)c3ccc(Cl)cc3)nc12
  1	-8	-2	10	-21	-9	-18	-30	-33	5	-3
> CN1CCN(CC(=O)Nc2nc3ccccc3s2)CC1
  -10	-7	-5	-26	-73	-20	-6	7	-3	-30	-13
> O=C(Nc1nc(-c2ccc(F)c(F)c2)cs1)c1ccc(OCC2CCCO2)cc1 (centres undefined)
  33	6	-4	12	16	28	36	32	34	39	-6
> O=C(Nc1cc2c3c(c1)CC(=O)N3CCC2)c1ccccc1F
  1	-17	-4	-24	-30	-46	-18	-50	-24	-28	-10
> COc1ccc2c(c1)sc1nc(=O)ccn12
  -17	2	3	3	-12	-1	-1	12	-22	-4	0
> COc1ccc(OC)c(NC(=S)N2CCN(Cc3ccccc3)CC2)c1
  7	-1	7	0	6	13	-3	-14	4	6	9
> O=Cc1ccc(N2CCCC2)o1
  -14	-1	-2	9	-2	-21	4	-7	-12	3	12
> CC(NC(=O)/C(C#N)=C/c1ccc(N2CCOCC2)cc1)c1ccccc1 (centres undefined)
  6	6	4	13	3	8	9	19	11	2	10
> O=C(NC1CCCN(Cc2ccccc2F)C1)c1cccs1 (centres undefined)
  2	-16	5	3	27	1	-10	7	10	-14	1
> CC(Sc1nc2ncc(Cl)cc2[nH]1)C(=O)Nc1ccc(C(N)=O)cc1 (centres undefined)
  9	-7	0	7	-34	-6	-2	-6	4	-3	-16
> CCN1CCN(CCNC(=O)C2CCCN(Cc3nc(-c4cccc(Cl)c4)oc3C)C2)CC1 (centres undefined)
  -11	-9	-4	2	32	-1	-30	-3	-18	2	13
> C#CCN(CC=C)C(=O)CCc1nnc(COc2ccccc2)o1
  4	-4	3	-38	-40	-17	-2	-71	-18	-2	-5
> COc1ccc(N2C(=O)CC(NNC(=O)c3ccc(Br)s3)C2=O)cc1 (centres undefined)
  11	11	-3	6	-19	-12	-4	-14	9	2	-20
> CSCC[C@H](NC(=O)OC(C)(C)C)c1nnc(SCc2ccccc2)o1
  -1	-3	-7	-6	18	5	-2	-10	0	10	-12
> CCOc1ccc(S(=O)(=O)NC2CCCCC2C)cc1 (centres undefined)
  10	4	-8	-12	-9	0	-2	-4	17	5	2
> COc1ccc2c(c1)nc(SCC(C)O)n2C (centres undefined)
  -10	4	2	2	-23	-32	0	-7	9	-6	-17
> COc1ccc(C(=O)NC(C)c2nnc(SCC(=O)Nc3nc(C)cs3)n2C)cc1 (centres undefined)
  -7	6	-2	-11	6	-14	9	15	16	-33	10
> Cc1ccc([C@H]2C[C@H](n3cc(COC(=O)c4ccccc4)nn3)[C@@H](O)CN2C(=O)C2CCCCC2)cc1
  4	-2	-12	15	0	-2	2	10	5	-4	10
> Oc1ccc2c(c1)c1c3n2CCNC3CCC1 (centres undefined)
  1	-2	2	-6	·	4	-8	-14	-5	-42	·
> CCOC(=O)c1c(S(=O)(=O)NCCc2cccs2)c(C)n(C)c1C
  -1	-11	4	21	-21	0	-12	3	-17	9	11
> O=c1[nH][nH]c2c1[C@H](CCc1cccc(Cl)c1)O[C@H](C1CC1)C2
  ·	-1	·	-20	-7	·	-1	-1	11	·	13
> CC1CCCCC1NC(=O)Cn1cnc2c1c(=O)n(C)c(=O)n2C (centres undefined)
  3	1	-6	0	-10	11	-4	-7	2	-28	-25
> O=C(COc1ccc(Cl)cc1)NCCN1CCCCC1
  2	2	-6	14	6	-1	0	1	-1	8	-19
> CC(C)(CO)NC12CC3CC(CC(C3)C1)C2
  -6	-7	3	-1	16	0	2	14	14	-6	-18
> C#CCNC(=O)C1=C[C@H](c2csc3ccccc23)C[C@H](OCc2ccc(CO)cc2)O1
  1	3	0	14	-13	3	0	6	20	-12	-6

(listing goes on)
Fields – LMP1 NFkB inh	NOD2 RIPK2 PPI	TLR9-MyD88 inh	LRH-1 inv ag	SRC2 inh	SRC1 inh	TRAIL sens C8	TROY signal inh	TWEAK Fn14 block	SRC3 inh	COUP-TFII inh
> O=C(c1ccc(S(=O)(=O)N2CCOCC2)cc1)N1CCN(c2cccc(Cl)c2)CC1
  5	-3	-9	-22	1	-16	-5	-4	11	8	21
> CCN(CC)S(=O)(=O)c1cccc(C(=O)Nc2nnc(C)s2)c1
  1	4	12	8	-19	-14	13	-14	10	14	1
> CCN1CCN(C(c2ccccc2)c2nnnn2Cc2ccccc2)CC1 (centres undefined)
  0	-2	-6	12	-17	-14	8	7	0	-68	6
> COc1ccc(CCNC(=O)C2CC(c3cccc([N+](=O)[O-])c3)=NO2)cc1 (centres undefined)
  -29	-6	-2	-54	-30	-64	4	-38	-22	-50	-22
> CN(C)c1cc[n+](CC(=O)N2c3ccccc3Sc3ccccc32)cc1
  -2	15	-4	11	-5	-1	-5	14	13	26	1
> COc1ccc(-n2c(C)nc3cc(C(=O)O)ccc32)cc1
  -4	3	3	-1	1	0	1	-4	17	6	-19
> CN(Cc1nc2ccccc2[nH]1)C(=O)C1CCC(=O)N(CCc2cccc(F)c2)C1 (centres undefined)
  -4	-9	-5	-8	1	-34	-2	-13	0	17	-8
